LGR2 inh – inhibitors of bursicon-induced LGR2 CRE-luciferase signal, primary screen, cell-based, HEK293, CRE-luciferase reporter, bursicon stimulation; inhibition, % at 9.99 µM; Drosophila bursicon receptor LGR2 (rickets); bursicon-stimulated, 4 h; actives 0.35% (n = 380,000); AID 720647, 2013;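 active = drop in luminescence signal, shown as inhibition above about 50% in the replicate tests, limit read from the data, passing the limit was not always enough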;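 also: agonist challenge used bursicon conditioned medium at about half maximal strength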
ARNT-TACC3 inh – disruptors of ARNT/TACC3 protein interaction, primary screen, biochemical, AlphaScreen, single concentration; AlphaScreen His-ARNT PAS-B/GST-TACC3 binding, luminescence; TACC3 fragment carries E629A point mutation; inhibition, % at 9.99 µM; actives 0.66% (n = 390,000); AID 623870, 2012;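 active = mean inhibition of replicates at least 50% and at least half of replicates each reaching 50%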;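 also: 0% = complete ARNT plus TACC3 wells and 100% = ARNT alone without TACC3; many hits fall short of the cut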
Cneo AK release – Cryptococcus neoformans cell lysis inducers, primary screen, AK release luminescence, single concentration; actives 0.2% (n = 360,000); C. neoformans lysis, adenylate kinase release luminescence, 4 h; normalised: neutral wells 0, clomiphene wells 100; lysis activity, % at 15 µM;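 active = mean lysis activity across replicates of at least 80%, whatever share of replicates individually reach that level; inactive = mean lysis activity below 80%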
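Test system: log-phase Cryptococcus neoformans yeast cells. Input: 5 × 10^6 yeast cells/mL. Medium: fresh YPD growth medium. Doses: single dose. Incubation: static 4 h at 37 °C with compound, 1 h detection. Measured by: luminescent adenylate kinase detection reagent. Read-out: signal increase indicating cell lysis. Benchmarks: Clomiphene.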
PGC1a acetyl inh – inhibitors of PGC1a acetylation signal, primary screen, cell-based, U2OS, AlphaScreen, inhibitor mode. inhibition, % at 15.6 µM. AlphaScreen anti-acetyl-lysine; with virally co-expressed GCN5 acetyltransferase. actives 0.17% (n = 350,000);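 active = every replicate shows inhibition of at least 40%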;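 also: 0% = neutral control wells and 100% = positive control wells; some results beyond the cut were filed as inactive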
PglD inh – C. jejuni PglD acetyltransferase inhibitors, primary screen, biochemical, DTNB colorimetric, single point; UDP-N-acetylbacillosamine N-acetyltransferase PglD (Campylobacter jejuni); purified PglD enzyme, DTNB colorimetric CoA detection; inhibition, % at 12.5 µM; actives 0.098% (n = 360,000); AID 602405, 2012; in the data active = inhibition above about 16%, passing the limit was not always enough; also: strong numbers were not always called active
GSIS activator – GLuc luminescence reporter in INS-1E cells, primary screen for activators of glucose-dependent secretion of insulin | INS-1E GLuc reporter insulin secretion, 2-3 h | activation, % at 16.6 µM | actives 0.61% (n = 370,000);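 active = lowest replicate activation of at least 40%, so every replicate reaches that level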;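 also: 0% = median of neutral control wells and 100% = median of IBMX positive control wells; some compounds called inactive have numbers as strong as hits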
PAX8 reporter – inhibitors of PAX8-driven TPO luciferase reporter, primary screen, RMG-I cells, single concentration. actives 1.2% (n = 360,000). inhibition, % at 12.6 µM. SteadyGlo, 24 h;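 active = mean replicate inhibition at least 60% with every replicate also reaching 60%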;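 also: luciferase light reporting Pax8 driven TPO promoter activity; plate controls were median of neutral control wells for no effect and mitoxantrone controls for full effect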
Statin myotox sup – suppressors of statin myotoxicity in C2C12 myotubes, primary screen, cell-based, single point, plate reader. actives 0.78% (n = 330,000). C2C12 myotubes + simvastatin, ATP luminescence, 48 h; scaled: DMSO 0, geranylgeraniol control 100. rescue of ATP level, % at 7.49 µM;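 active = mean ATP rescue above about 67%, or every replicate alone reaching that limit, limit read from the data, passing the limit was not always enough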;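 also: myotubes were challenged with 10 µM simvastatin during compound exposure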
* hit, by the source's call; / = not tested or not shown.

The opening 4 compounds, to show the layout:
SMILES	LGR2 inh	ARNT-TACC3 inh	Cneo AK release	PGC1a acetyl inh	PglD inh	GSIS activator	PAX8 reporter	Statin myotox sup
COC(=O)c1ccc(CSc2nc3ccc(S(N)(=O)=O)cc3[nH]2)cc1	0.3	-2.1	-0.3	/	-3.5	-0.3	5.1	-3.7
CN1C(=O)c2cc(NS(=O)(=O)c3ccc(F)cc3)ccc2OC[C@H]2O[C@H](CC(=O)O)CC[C@H]21	8.0	5.9	-5.4	3.0	0.1	7.3	-1.1	-12.2
c1ccc(C2CC(c3ccccc3)n3ncnc3N2)cc1 (stereo unspecified)	/	3.8	0.9	9.8	-7.0	/	/	3.6
CCc1ccccc1NC(=O)C1CCCN1S(=O)(=O)c1ccc(-c2ccc(=O)[nH]n2)s1 (stereo unspecified)	12.8	29.0	-2.1	18.6	-0.5	25.2	12.5	-3.0

The whole of this part, from the start:
SMILES	LGR2 inh	ARNT-TACC3 inh	Cneo AK release	PGC1a acetyl inh	PglD inh	GSIS activator	PAX8 reporter	Statin myotox sup
COC(=O)c1ccc(CSc2nc3ccc(S(N)(=O)=O)cc3[nH]2)cc1	0.3	-2.1	-0.3	/	-3.5	-0.3	5.1	-3.7
CN1C(=O)c2cc(NS(=O)(=O)c3ccc(F)cc3)ccc2OC[C@H]2O[C@H](CC(=O)O)CC[C@H]21	8.0	5.9	-5.4	3.0	0.1	7.3	-1.1	-12.2
c1ccc(C2CC(c3ccccc3)n3ncnc3N2)cc1 (stereo unspecified)	/	3.8	0.9	9.8	-7.0	/	/	3.6
CCc1ccccc1NC(=O)C1CCCN1S(=O)(=O)c1ccc(-c2ccc(=O)[nH]n2)s1 (stereo unspecified)	12.8	29.0	-2.1	18.6	-0.5	25.2	12.5	-3.0
O=C(NC1CCCC1)C(c1ccccc1)N(Cc1ccc2c(c1)OCO2)C(=O)Cc1cccs1 (stereo unspecified)	/	-5.5	1.0	-22.1	7.1	/	/	-0.7
COc1cccc(C(=O)Nc2ccc3c(c2)C(=O)N(C)[C@H]2CC[C@@H](CC(=O)N[C@H](C)c4ccccc4)O[C@H]2CO3)c1	2.1	-3.5	-2.8	-3.0	0.8	-12.2	6.7	-18.0
C[C@H](CO)N1C[C@H](C)[C@H](CN(C)S(=O)(=O)c2cn(C)cn2)Oc2ncc(C#Cc3ccc(C(F)(F)F)cc3)cc2C1=O	-2.1	-6.3	-6.9	7.6	0.9	15.6	/	-2.9
O=C(Nc1ccccc1C(=O)Nc1nnc(C(F)(F)F)s1)c1ccccc1	47.4	-5.6	-5.4	4.4	5.9	-15.4	13.6	/
Cc1cc(C)c(C#N)c(SCc2ccc(C#N)cc2)n1	/	-7.0	-4.6	-8.8	-2.8	/	/	3.1
Cc1ccc(S(=O)(=O)NCC[C@@]2(C)C3CCC2(C)C(=O)C3)cc1 (stereo partly specified)	-10.8	-2.1	/	1.5	/	6.3	1.7	6.8
Cc1ccc(C(=O)Nc2nnc(S(=O)(=O)N3CCN(c4ccc(F)cc4)CC3)s2)cc1	-10.2	1.0	0.8	7.0	-0.8	-8.5	-15.0	2.8
O=C(COc1ccc(S(=O)(=O)N2CCOCC2)cc1Cl)N1CCOCC1	-7.9	0.4	2.2	/	-4.1	3.7	-6.5	-5.7
O=S(=O)(/N=C(/Nc1ccc(F)cc1F)c1ccc(Cl)cc1)c1ccccc1	/	-5.9	-1.3	/	3.1	/	/	2.5
N#Cc1c(C(F)(F)F)cc(-c2cccs2)nc1SCC(=O)O	-9.3	-2.6	1.0	-24.5	4.3	-21.7	19.0	-5.3
CCOc1ccc(S(=O)(=O)N2CCCCC2)cc1NC(=O)C1COc2ccccc2O1 (stereo unspecified)	10.4	10.1	2.2	-2.5	2.5	9.7	9.8	-1.2
O=C1C(=O)c2c(C(=O)c3ccccc3)coc2-c2ccccc21	29.9	17.3	-2.8	4.3	-4.0	-19.1	/	11.1
C[C@H](CO)N1C[C@H](C)[C@@H](CN(C)Cc2ccccc2C(=O)O)Oc2ncc(C#CC3CC3)cc2C1=O	-2.4	-18.5	51.8	5.9	-0.4	-9.6	/	1.2
c1coc(CN(Cc2cccs2)Cc2nnnn2C2CCCCC2)c1	/	0.1	0.0	-54.4	-2.6	/	/	4.1
S=C(NCCCN1CCOCC1)N1CCN(c2ccccc2)CC1	/	-4.1	2.8	/	3.3	/	-20.9	3.0
Cc1c(C)c2c(OCC(=O)NCC3CCC(C(=O)O)CC3)cc3c(c2oc1=O)CCC(C)(C)O3 (stereo unspecified)	/	/	-0.3	3.9	5.0	/	/	7.8
CCc1nnc(NC(=O)CSc2nnc(-c3ccc(S(=O)(=O)N(CC)CC)cc3)n2CC)s1	-2.5	-3.3	3.6	/	4.3	2.5	/	-3.9
O=C(NCCc1cccs1)C1CC(c2cccc([N+](=O)[O-])c2)=NO1 (stereo unspecified)	12.9	-1.5	4.8	6.9	-0.7	-11.2	-24.8	-4.0
Cc1ccc(C(=O)NC(=S)NCc2ccccc2)cc1Br	1.1	/	-3.0	-3.0	-0.6	/	8.0	8.5
CCCNC(=O)N1C[C@@H](O)COC[C@H]2O[C@H](CC(=O)NCCCN3CCOCC3)CC[C@@H]21	0.9	-6.5	42.2	7.9	17.4	-2.4	-22.1	-10.9
O=c1oc2ccc(Cl)cc2nc1/C=C(\O)c1ccco1	7.0	4.8	/	/	/	-24.8	-4.6	/
Other entries follow.
SMILES	LGR2 inh	ARNT-TACC3 inh	Cneo AK release	PGC1a acetyl inh	PglD inh	GSIS activator	PAX8 reporter	Statin myotox sup
C=CCn1c(SCc2ccc([N+](=O)[O-])cc2)nnc1C(C)NC(=O)c1ccccc1 (stereo unspecified)	-8.8	-4.5	0.4	-6.9	-4.5	0.4	/	-4.3
C[C@@H]1CN([C@@H](C)CO)S(=O)(=O)c2ccc(-c3cccc(C#N)c3)cc2O[C@H]1CN(C)C(=O)Nc1ccccc1F	-7.5	-9.9	-2.1	-0.7	-0.9	-15.0	13.0	-137.8
CO[C@@H]1CN(C)C(=O)c2ccc(NS(=O)(=O)CC(F)(F)F)cc2OC[C@H](C)N(Cc2nccs2)C[C@@H]1C	-7.0	-3.0	1.1	-2.0	2.5	11.4	11.8	33.8
Cc1ccccc1OCc1n[nH]c(=S)n1-c1cccc(Cl)c1	-2.3	-3.8	-0.8	-34.6	-7.2	3.2	-6.3	3.8
O=C(NCCc1c[nH]c2ccccc12)c1ccc(S(=O)(=O)NCc2ccco2)cc1	/	0.4	-1.4	6.9	-2.0	/	/	4.8
C#CCCC(=O)c1ccccc1/C=[N+](\[O-])c1ccccc1	17.4	1.1	3.6	3.6	2.7	3.6	44.2	6.5
O=[N+]([O-])c1ccc2nc(CCCO)[nH]c2c1	20.3	/	/	0.4	/	18.9	-11.7	/
C[C@@H]1CN([C@H](C)CO)C(=O)Cc2cc(NC(=O)CCCCCC(=O)Nc3ccccc3N)ccc2O[C@H]1CN(C)Cc1ccc(-c2ccccc2)cc1	-44.3	5.2	0.3	-5.2	-1.1	4.8	16.7	135.2*
CC(=O)c1c(N2CCOCC2)nc2ccc(Br)cc2c1-c1ccccc1	11.4	-10.5	0.1	-2.5	-3.6	-29.1	14.6	0.1
CCOC(=O)c1ccccc1NC(=O)c1ccc(N(C)S(C)(=O)=O)cc1	-11.5	5.9	1.0	-4.6	2.5	30.5	/	-11.0
COc1ccc(CNC(=O)C[C@H]2C[C@H]3c4cc(NC(=O)CN(C)C)ccc4O[C@H]3[C@@H](CO)O2)cc1	-8.4	-6.5	1.5	1.1	1.0	21.7	-1.4	1.4
COc1ccc(/C=C/c2c(-c3ccc(OC)cc3)oc(=O)c3cc(OC)c(OC)cc23)cc1	-3.0	-0.7	1.3	/	-1.7	15.5	30.7	-16.0
N=C1C(=O)NC(=O)C1c1ccccc1 (stereo unspecified)	10.5	-3.7	0.1	6.2	1.4	13.8	/	-0.2
COc1ccc(/C=C/C(=O)Nc2ccc(C(C)=O)cc2)cc1S(=O)(=O)N1CCOCC1	-2.6	/	1.0	1.9	-2.3	3.0	-12.3	6.6
NS(=O)(=O)c1ccc(CCNC(=O)C2CCN(C(=O)Nc3ccccc3)CC2)cc1	1.4	2.4	2.0	1.1	0.7	-0.8	/	-0.8
C=CCOc1ccc(C=Nc2ccc(Cl)cc2)c(O)c1	15.5	-2.8	/	/	/	17.6	18.6	/
Cc1[nH]n(-c2ccc([N+](=O)[O-])cc2)c(=O)c1C=NCCN1CCN(C(=O)c2cccc(F)c2)CC1	/	2.2	5.2	11.4	-1.9	4.8	-24.8	-62.9
O=C(CNC(=O)c1ccco1)OCC(=O)c1ccccc1	/	-1.2	8.5	-14.1	-3.8	/	-36.4	-3.8
O=C(COc1ccc(Cl)cc1Cl)NC1CCSC1=O (stereo unspecified)	/	4.7	-10.0	8.6	-1.9	/	/	13.8
COc1ccccc1NC(=S)N/N=C/c1ccc(O)cc1	-41.7	9.1	/	/	/	-13.5	-182.7	/
CC(C)NC(=O)Nc1ccc2c(c1)CC(=O)N([C@H](C)CO)C[C@@H](C)[C@@H](CN(C)Cc1ccncc1)O2	-12.8	/	2.8	-3.6	3.6	3.3	-7.8	-5.6
Cc1ccccc1NC(=O)Cn1cnc2c(oc3nc4c(cc32)CCCC4)c1=O	0.8	8.3	2.6	5.3	1.1	/	-5.9	-0.1
COc1cc(C(=O)NCCN=C2NS(=O)(=O)c3ccccc32)cc(OC)c1OC	11.6	-14.2	0.8	/	6.4	3.0	23.0	-2.6
CCc1ccc(C(C)NC(=O)/C(C#N)=C\c2cn[nH]c2-c2ccccc2)cc1 (stereo unspecified)	/	-1.3	-3.7	-26.6	-0.3	/	/	27.1
Cc1ccc(S(=O)(=O)Cc2ccc(C(=O)O)o2)cc1	8.1	-0.7	0.3	14.2	2.8	0.5	/	5.8
Further compounds follow.
SMILES	LGR2 inh	ARNT-TACC3 inh	Cneo AK release	PGC1a acetyl inh	PglD inh	GSIS activator	PAX8 reporter	Statin myotox sup
N#CC1=C(N)Oc2cc3ccccc3cc2C1c1cccs1 (stereo unspecified)	/	-6.6	-3.3	-22.6	/	/	15.5	-26.1
Cc1ccc(NS(=O)(=O)c2c(C(=O)N3CCCCCC3)c(C)n(C)c2C)c(C)c1	9.5	-0.1	-1.0	8.0	4.4	-0.1	-6.3	-3.6
COc1cccc(NC(=O)c2ccc(S(=O)(=O)N3CCCC3)cc2)c1	-0.7	-10.1	-1.0	0.4	-4.0	1.7	-14.2	-16.6
Cc1ccccc1-c1ccc(CN2C(C)C(=O)N(Cc3cn(Cc4ccco4)nn3)CCS2(=O)=O)cc1 (stereo unspecified)	-9.0	/	6.8	0.4	-2.5	-15.3	13.2	5.8
C[C@@H]1CN([C@@H](C)CO)C(=O)c2cc(NC(=O)c3ccncc3)ccc2O[C@@H](C)CCCCO[C@@H]1CN(C)C(=O)c1ccncc1	5.4	-6.2	3.3	16.6	1.3	9.0	-7.1	/
Cc1cc(C(=O)Nc2cccc3c2O[C@H](CN(C)C(=O)Nc2ccc4c(c2)OCO4)[C@H](C)CN([C@@H](C)CO)C3=O)n(C)n1	-16.1	1.1	51.9	0.0	2.2	0.6	/	9.5
O=C(C[C@@H]1CC[C@H](NC(=O)c2cccc(F)c2)[C@@H](CO)O1)NCc1ccc(Oc2ccccc2)cc1	-5.9	-5.4	-2.7	-0.9	3.2	5.5	22.3	10.4

Screening data: PubChem, Broad Institute
